SENP1 inh: SENP1 (human) catalytic domain inhibition. inhibition, % at 10 µM. 0.21% of 360,000 active. recombinant SENP1 catalytic domain, CyPet-SUMO1-YPet FRET cleavage;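 active means inhibition at least 30% at 10 µM, raw YFP signal under a set limit, fluorescence ratio 0.5 to 1.5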;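 further: 0% = enzyme with DMSO and 100% = no enzyme wells; some results filed as inactive read as strong as hits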
Target sequence (Q9P0U3 419-644 limits assumed): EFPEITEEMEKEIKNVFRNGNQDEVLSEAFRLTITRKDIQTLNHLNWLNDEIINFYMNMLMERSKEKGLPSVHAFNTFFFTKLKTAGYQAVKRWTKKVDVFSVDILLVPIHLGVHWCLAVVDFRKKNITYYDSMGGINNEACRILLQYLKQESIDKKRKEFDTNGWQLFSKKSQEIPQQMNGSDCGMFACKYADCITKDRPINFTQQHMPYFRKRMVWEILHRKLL
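material = recombinant human SENP1 catalytic domain, His6-tagged | quantity = 20 pM enzyme | reagent = 25 nM SUMO1 FRET substrate | compound dosing = 10 µM single point, 0.5% DMSO | timing = 50 min enzyme reaction, room temperature, light-protected | detection = FRET, CFP and YFP emission | control set = no-enzyme low, enzyme-DMSO high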
mIAP block: mouse IAP inhibition; purified mouse IAP, CDP-Star luminescence, 30 min; inhibition, % at 10 µM; 0.2% of 330,000 active; AID 2806;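 active means inhibition of at least 40% at 10 µM in the primary screen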;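 further: plate controls were DMSO with enzyme for no effect and no enzyme wells for full effect; values of inactives mirror those of a sister screen read the other way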
hIAP block: blocks human intestinal alkaline phosphatase; purified IAP, CDP-Star luminescence, 30 min; inhibition, % at 10 µM; 0.12% of 330,000 active;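 active means inhibition reaching a set limit with compound at 10 µM in the primary screen, cut at about 35% in these data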;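 further: plate controls were DMSO wells with enzyme for no effect and no-enzyme buffer wells for full effect; values of inactives mirror those of a sister screen read the other way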
Target sequence (P09923 whole entry, looked up): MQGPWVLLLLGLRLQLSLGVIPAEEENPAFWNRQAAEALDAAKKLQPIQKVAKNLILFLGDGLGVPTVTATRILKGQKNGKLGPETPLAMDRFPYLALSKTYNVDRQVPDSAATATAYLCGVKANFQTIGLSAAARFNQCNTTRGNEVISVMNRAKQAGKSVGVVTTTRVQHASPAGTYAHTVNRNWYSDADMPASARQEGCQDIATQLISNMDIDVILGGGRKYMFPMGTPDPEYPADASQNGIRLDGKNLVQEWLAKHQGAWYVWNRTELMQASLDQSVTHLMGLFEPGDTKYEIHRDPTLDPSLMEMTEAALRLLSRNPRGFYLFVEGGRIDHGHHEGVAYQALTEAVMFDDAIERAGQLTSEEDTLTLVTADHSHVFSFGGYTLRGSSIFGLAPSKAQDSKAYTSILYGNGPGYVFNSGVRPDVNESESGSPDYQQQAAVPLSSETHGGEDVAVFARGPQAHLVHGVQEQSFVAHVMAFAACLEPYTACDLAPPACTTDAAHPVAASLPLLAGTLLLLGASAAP
A3A deaminase: inhibitors of human APOBEC3A DNA deaminase; P31941; recombinant A3A, FAM/TAMRA ssDNA deamination fluorescence; inhibition, % at 20 µM; 0.41% of 330,000 active; AID 493011;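 active means at least 40% inhibition at 20 µM here, with at most 30% in a related deaminase screen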;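 further: plate controls were A3A with DMSO for no effect and wells lacking A3A enzyme for full effect; some results filed as inactive read as strong as hits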
Target sequence (P31941 whole entry, looked up): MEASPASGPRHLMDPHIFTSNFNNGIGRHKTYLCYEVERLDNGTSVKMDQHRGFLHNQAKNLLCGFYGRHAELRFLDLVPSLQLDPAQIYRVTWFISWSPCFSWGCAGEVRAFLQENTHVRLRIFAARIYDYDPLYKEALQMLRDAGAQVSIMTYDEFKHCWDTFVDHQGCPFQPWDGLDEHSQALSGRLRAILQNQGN
APOBEC3G inh: blocks human APOBEC3G single-stranded DNA deamination; 0.28% of 330,000 active; recombinant A3G, ssDNA deamination FAM/TAMRA fluorescence; AID 493012; inhibition, % at 20 µM;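 active means inhibition of at least 40% at 20 µM, with no more than 30% in the related APOBEC3A deaminase screen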;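 further: plate controls were DMSO wells with A3G for no effect and wells lacking A3G enzyme for full effect; some compounds called inactive have numbers as strong as hits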
beta cell repl: MIN6 beta-cell proliferation induction; MIN6 cells proliferation, ATPlite luminescence, 48 h; cells starved in 0.2% serum; 100% = growth in 10% serum; proliferation, % at 10 µM; 0.29% of 330,000 active;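 active means compounds whose signal lies at least 3.5 SD above the mean of all wells on their plate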;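 further: 0% = DMSO-treated cells in low-serum medium and 100% = 10% serum control; some compounds called inactive have numbers as strong as hits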
NLRP3 yeast inh: NALP3 inhibition in yeast; Yeast reconstituted NLRP3/ASC/caspase-1, beta-gal luminescence, 24 h; inhibition, % at 10 µM; 0.39% of 330,000 active; AID 2825;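 active means inhibition of 50% or more; inactive means inhibition below 50%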;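 further: plate controls were induced DMSO wells for no effect and uninduced yeast grown without galactose for full effect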
hIAP act: increases human intestinal alkaline phosphatase activity; 0.16% of 330,000 active; purified human IAP, CDP-Star luminescence, 30 min; hits give high values; 1 = vehicle-only enzyme, 0 = enzyme-free background; P09923; activation factor at 10 µM;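 active means activation factor of the enzyme at least 2-fold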; further: the source names both 10 and 20 µM as test concentration; values of inactives mirror those of a sister screen read the other way
mIAP activ: increases mouse intestinal alkaline phosphatase activity. muIAP, CDP-Star luminescence, 30 min; hits give high values; 1 = vehicle-only enzyme signal, 0 = enzyme-free wells. 0.24% of 330,000 active. activation factor at 10 µM;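 active means activation factor of at least 2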; further: the source names both 10 and 20 µM as test concentration; values of inactives mirror those of a sister screen read the other way
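System: Mouse IAP enzyme | Also added: CDP-Star substrate | Dosing: Compounds dispensed in DMSO | Schedule: 30 min enzyme-substrate-compound incubation at room temperature | Technique: Chemiluminescence readout | Control set: DMSO-only wells and no-enzyme negative control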
* = called active by the depositor; nt = no result given; & = joins results of further samples.

#	SMILES	hIAP block	NLRP3 yeast inh	mIAP block	SENP1 inh	mIAP activ	hIAP act	beta cell repl	APOBEC3G inh	A3A deaminase
1	CC(NC(=O)Nc1ccc(Cl)cc1)c1ccccc1 (configuration not stated)	12	4	-228	2	3.3*	0.88	-3	-6	-2
2	Cc1ccc(NC(=O)C2CCN(S(=O)(=O)c3ccc4c(c3)NC(=O)CO4)CC2)cc1	11	3	1	-1	0.99	0.89	1	-3	-2
3	Cc1oc2c(c(C)cc3oc(=O)c(CC(=O)NCCC(=O)O)c(C)c32)c1C	3	-5	4	-5	0.96	0.97	0	-2	-6
4	O=C(CN1C(=O)c2ccccc2S1(=O)=O)NCCSCc1ccccc1Cl	-6	21	-4	0	1	1.1	0	-5	-1
5	Cc1ccc(C2C(=O)c3ccccc3C2=O)cc1	-4	14	4	1	0.96	1	-3	-3	7
6	COc1ccc2c(c1)CCN=C2Cc1ccc(OC)c(OC)c1	-23	12	-7	7	1.1	1.2	0	-8	10
7	Cc1cccc([C@@H]2[C@@H]3C(=O)N(Cc4ccccc4)C(=O)[C@@H]3[C@]3(C)C(=O)N(c4cccc(F)c4)C(=O)N23)c1	14	12	-6	0	1.1	0.85	-2	-7	-2
8	COc1ccc(C2=Nc3cccc4cccc(c34)N2)cc1	12	-15	15	-10	0.85	0.88	-4	-4	-2
9	CC(C)OCCCNCC(O)c1ccccc1 (configuration not stated)	6	13	-2	2	1	0.94	-1	-4	-2
10	Cc1[nH]nc2c1C(c1ccc(N(C)C)cc1)C1=C(CC(C)(C)CC1=O)N2 (configuration not stated)	-14	3	-1	13	1	1.1	1	-10	-5
11	Cc1ccc(S(=O)(=O)CC#CCOC(=O)c2ccc([N+](=O)[O-])cc2)cc1	-32	-16	-5	nt	1	1.3	-4	14	2
12	O=C(CNc1ccc(Br)cc1)c1ccccc1	-17	10	-5	0	1	1.2	-2	-3	-1
13	Cc1oc(-c2ccccc2Cl)nc1CS(=O)CC(=O)NCc1ccc2c(c1)OCO2 (configuration not stated)	-2	-1	-2	2	1	1	10	-8	-4
14	Cc1cc(C)nc(/N=C(\N)Nc2cc([N+](=O)[O-])ccc2C)n1	0	6	5	1	0.95	1	-2	1	3
15	COC(=O)c1c(NC(=S)NC(=O)c2ccco2)sc2c1CCCC2	-14	11	16	1	0.84	1.1	-1	-2	-1
16	Cc1cc(C)nc(NCCCc2ccccc2)n1	-11	26	2	0	0.98	1.1	1	0	1
17	COc1ccccc1-n1c(C)c(C(C)=O)c2cc(O)ccc21	10	10	2	1	0.97	0.9	2	-8	-9
18	NC1CCN(c2cccc(Cl)n2)CC1	-5	12	0	nt	1	1.1	1	-6	-5
19	O=C(O)/C=C(\Oc1ccccc1)C1(O)CCCCC1	3	5	2	-3	0.98	0.97	-2	-2	3
20	CCOc1ccc(NC(=O)C2CC(=O)N(c3cc(C)cc(C)c3)C2)cc1 (configuration not stated)	-8	2	0	0	1	1.1	0	-1	3
21	O=C(CN1C(=O)S/C(=C\c2ccccc2Cl)C1=O)NC1C=CS(=O)(=O)C1 (configuration not stated)	0	10	5	2	0.95	1	-1	0	-3
22	Cc1ccc(C23CC4CC(CC(C(=O)NC(C)C(=O)O)(C4)C2)C3)cc1 (configuration not stated)	-14	5	-6	-1	1.1	1.1	-2	0	-5
23	COc1cccc(NC(=O)CN(c2ccc(C)cc2)S(=O)(=O)c2c(C)nn(C)c2C)c1	-8	-13	-6	2	1.1	1.1	-3	-4	0
24	COc1ccc(OCC(=O)Nc2cc(NC(=O)COc3ccc(OC)cc3)cc(C(=O)O)c2)cc1	8	8	1	-1	0.99	0.92	-5	-3	1
25	COc1ccc(CCN(C)Cc2nc(Cc3ccc(OC)c(OC)c3)no2)cc1OC	2	11	-13	0	1.1	0.98	2	5	3

7 records drawn at random from those above:
#	SMILES	hIAP block	NLRP3 yeast inh	mIAP block	SENP1 inh	mIAP activ	hIAP act	beta cell repl	APOBEC3G inh	A3A deaminase
16	Cc1cc(C)nc(NCCCc2ccccc2)n1	-11	26	2	0	0.98	1.1	1	0	1
19	O=C(O)/C=C(\Oc1ccccc1)C1(O)CCCCC1	3	5	2	-3	0.98	0.97	-2	-2	3
18	NC1CCN(c2cccc(Cl)n2)CC1	-5	12	0	nt	1	1.1	1	-6	-5
4	O=C(CN1C(=O)c2ccccc2S1(=O)=O)NCCSCc1ccccc1Cl	-6	21	-4	0	1	1.1	0	-5	-1
20	CCOc1ccc(NC(=O)C2CC(=O)N(c3cc(C)cc(C)c3)C2)cc1 (configuration not stated)	-8	2	0	0	1	1.1	0	-1	3
13	Cc1oc(-c2ccccc2Cl)nc1CS(=O)CC(=O)NCc1ccc2c(c1)OCO2 (configuration not stated)	-2	-1	-2	2	1	1	10	-8	-4
7	Cc1cccc([C@@H]2[C@@H]3C(=O)N(Cc4ccccc4)C(=O)[C@@H]3[C@]3(C)C(=O)N(c4cccc(F)c4)C(=O)N23)c1	14	12	-6	0	1.1	0.85	-2	-7	-2

Next results.
#	SMILES	hIAP block	NLRP3 yeast inh	mIAP block	SENP1 inh	mIAP activ	hIAP act	beta cell repl	APOBEC3G inh	A3A deaminase
26	Cc1ccc(-c2nnn(CC(=O)N(CCCO)C(C(=O)NC3CCCC3)c3ccc(F)cc3)n2)o1 (configuration not stated)	10	3	-6	0	1.1	0.9	2	-10	-5
27	Cc1ccc(C(=O)NCC(=O)OCC(=O)c2ccccc2)s1	-7	7	-5	-2	1	1.1	-4	-1	0
28	Cc1ccc(NN2C(=O)C=C(c3ccc(Cl)cc3)C2=O)cc1	-11	95*	6	1	0.94	1.1	-4	7	1
29	O=C(c1nc2ccccn2c1CNCCCn1ncc2ccccc21)N1CCOCC1	-2	7	16	-4	0.84	1	-2	-2	-1
30	COc1ccc2c(-c3ccc(S(N)(=O)=O)cc3)c(-c3ccc(S(C)(=O)=O)cc3)sc2c1	-7	4	9	-6	0.91	1.1	-5	-8	-4
31	O=C1NC2(CCCCC2)N=C1c1ccc(Br)cc1	-9	16	1	3	0.99	1.1	-2	-9	1
32	CC1CCCCN1CC(=O)Nc1sccc1C#N (configuration not stated)	3	2	6	-16	0.94	0.97	-2	-7	4
33	Cn1c(=O)c2c(nc(N3CCCCCC3)n2CCSc2nc3ccccc3o2)n(C)c1=O	3	16	2	1	0.98	0.97	-3	-5	-3
34	CC(=O)CC1(O)C(=O)Nc2ccccc21 (configuration not stated)	14	4	1	-1&2	0.99	0.86	-2	-3	-3
35	C[C@H](NC(=O)c1ccc(Cl)cc1)C(=O)OCn1nnc2ccccc2c1=O	4	-8	8	2	0.92	0.96	-2	-7	-3
36	COc1ccc(NC(=O)c2cccc(N3C(=O)C4C5CCC(C5)C4C3=O)c2)cc1 (configuration not stated)	1	-3	0	-1	1	0.99	6	-7	-9
37	O=C(Cn1c(=O)c2c(ncn2Cc2ccccc2)n(Cc2ccccc2)c1=O)N1CCc2ccccc21	2	-9	2	1	0.98	0.98	1	-8	2
38	CC(=O)N/C(=C\c1ccccc1)C(=O)OCc1cc(C)ccc1C	-6	12	-4	1	1	1.1	0	-9	-6
39	O=C(O)c1cccc(N(CCO)CCO)c1	-12	-3	6	3	0.94	1.1	-2	-5	0
40	COc1cccc(OCC(=O)NC2CCCCCC2)c1	0	19	2	3	0.98	1	0	3	4
41	CC(=O)Nc1ccc(SCC(=O)Nc2oc(C)c3c(C)n[nH]c(=O)c23)cc1	-2	16	7	2	0.93	1	0	-8	-3
42	Cc1ccc2nc(COC(=O)c3cnccn3)cc(=O)n2c1	11	-1	-3	-2	1	0.89	1	-7	-2
43	CCN(CC(=O)Nc1c(F)cccc1F)C(=O)CCc1nc2cc(S(=O)(=O)N3CCOCC3)ccc2n1C	1	13	-2	1	1	0.99	4	-5	-2
44	CCc1ccc(S(=O)(=O)Nc2cc3c(cc2N2CCOCC2)n(C)c(=O)c(=O)n3C)cc1	-16	2	3	1	0.97	1.2	-1	-4	-4
45	CC(C(=O)NC1CCCC1)N(c1ccc(Oc2ccccc2)cc1)S(C)(=O)=O (configuration not stated)	-12	24	0	2	1	1.1	2	1	1
46	COC(=O)CCC(=O)Nc1nccs1	-13	9	5	0	0.95	1.1	-2	-1	4
47	CCCCn1c(-c2nn(C)cc2Cl)n[nH]c1=S	12	6	-4	0	1	0.88	-4	30	-7
48	COc1ccc(NC(=O)Nc2ccon2)cc1OC	0	7	6	-2	0.94	1	4	-4	-2
49	CCOc1ccc(CNC(=O)C2CCCN(S(C)(=O)=O)C2)cc1OC (configuration not stated)	-22	9	-1	1	1	1.2	-1	5	-2
50	O=C(NCCS(=O)(=O)NC1CCCCC1)c1ccccc1	-3	4	10	0	0.9	1	1	-14	-5

Of the compounds above, these contain two or more sulfur atoms:
#	SMILES	hIAP block	NLRP3 yeast inh	mIAP block	SENP1 inh	mIAP activ	hIAP act	beta cell repl	APOBEC3G inh	A3A deaminase
4	O=C(CN1C(=O)c2ccccc2S1(=O)=O)NCCSCc1ccccc1Cl	-6	21	-4	0	1	1.1	0	-5	-1
15	COC(=O)c1c(NC(=S)NC(=O)c2ccco2)sc2c1CCCC2	-14	11	16	1	0.84	1.1	-1	-2	-1
21	O=C(CN1C(=O)S/C(=C\c2ccccc2Cl)C1=O)NC1C=CS(=O)(=O)C1 (configuration not stated)	0	10	5	2	0.95	1	-1	0	-3
30	COc1ccc2c(-c3ccc(S(N)(=O)=O)cc3)c(-c3ccc(S(C)(=O)=O)cc3)sc2c1	-7	4	9	-6	0.91	1.1	-5	-8	-4

Following part
#	SMILES	hIAP block	NLRP3 yeast inh	mIAP block	SENP1 inh	mIAP activ	hIAP act	beta cell repl	APOBEC3G inh	A3A deaminase
51	CSc1ccc(NC(=O)NCc2ccccc2)cc1	-11	16	-39	0	1.4	1.1	0	-8	-1
52	Cc1ccc(-n2nc3c(=O)n(CC(=O)NCc4cccs4)nc(C)c3c2C)cc1	-7	4	3	3	0.97	1.1	-3	-4	-2
53	COc1ccc2c(c1)C(c1ccccc1)NC(=O)C2 (configuration not stated)	0	17	-9	-2	1.1	1	3	26	5
54	O=C(O)C1CCCN1S(=O)(=O)c1ccc2c(c1)CCC2 (configuration not stated)	-4	-1	3	0	0.97	1	-1	-3	2
55	Cc1[nH]c2ccccc2c1SCC(=O)N1CCN(c2ccccc2)CC1	6	4	-15	1	1.2	0.94	2	-10	0
56	CCc1ccc(N/C(SCc2cccc(F)c2)=C(/C#N)C(=O)NCc2ccco2)cc1	-11	-11	9	0	0.91	1.1	-6	-7	0

Some of the compounds tested. The share of hits here may be higher or lower than overall.
